Compound activity from PubChem.
Nrf2 activator: qHTS of Nrf2 Activators | Potency, µM (titrated, usually from 46.1 µM), inactives show at the top dose activation, actives largely listed as activators | AID 624171, 2012 | AREc32 ARE-luciferase reporter (MCF7-derived line), luminescence, 24 h | actives 0.31% (n = 410,000); note: potency is the fitted concentration of half-maximal effect; % of control where 0% means no effect; nearly all actives have a fitted effect of over 65% in size
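Luciferase luminescence (Steady-Glo, 30 min at room temperature) served as the read-out of ARE activation in AREc32 cells treated with compounds for 24 hr at 37 deg C.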
CCT modulator: High-Throughput Screening for Modulators of Cytosolic Chaperonin Activity. actives 0.3% (n = 360,000). AID 651819, 2012. activity change, % (concentration not given with the values), hits read low. purified chaperonin ATPase assay, HTRF ADP detection, 30 min; in the data active = activity change below about -30%; note: % is set by controls: 0 for no effect and ±100 for the full control effect
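First, chaperonin was dispensed at 40 nM or 20 nM final depending on batch activity. Next, compounds were pinned at 76 uM and ATP added at 10 uM. After 30 min at 37 °C, ADP detection reagents ran 30 min at ambient temperature.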
TGFb SMAD3 inh: qHTS for Inhibitors of TGF-b; HepG2 CAGA-GFP TGF-b/SMAD3 reporter, GFP fluorescence, 18 h; TGF-beta stimulated, 500 pg/mL final; AID 588855, 2011; Potency, µM (doses to about 46.1 µM), without a hit: at the highest dose activity, negative = inhibition, most hits filed as inhibitors; actives 1.2% (n = 410,000); note: potency is the fitted concentration of half-maximal effect; % is set by controls: 0 for no effect and ±100 for the full control effect; nearly all actives have a fitted effect of over 65% in size
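Per well, imaged GFP fluorescence of HEPG2 CAGA-GFP cells gives the signal; cells get compound, then TGF-beta (500 pg/mL final), 18 h at 37 degrees C; %Activity versus -TGF-beta and +DMSO controls.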
EPAC2 agonist: qHTS for Agonist of cAMP-regulated guanine nucleotide exchange factor 4 (EPAC2): primary screen; actives 0.079% (n = 360,000); Potency, µM (doses to about 154 µM), inactives show at the highest dose activation, usual class: activators; Rap guanine nucleotide exchange factor 4 (Homo sapiens), Q8WZA2; EPAC2 activation, biochemical qHTS; response scale: 100% = 6.5 mM cAMP response; note: potency is the fitted concentration of half-maximal effect; nearly all actives have a fitted effect of over 50% in size
Target sequence (Q8WZA2 whole entry, looked up): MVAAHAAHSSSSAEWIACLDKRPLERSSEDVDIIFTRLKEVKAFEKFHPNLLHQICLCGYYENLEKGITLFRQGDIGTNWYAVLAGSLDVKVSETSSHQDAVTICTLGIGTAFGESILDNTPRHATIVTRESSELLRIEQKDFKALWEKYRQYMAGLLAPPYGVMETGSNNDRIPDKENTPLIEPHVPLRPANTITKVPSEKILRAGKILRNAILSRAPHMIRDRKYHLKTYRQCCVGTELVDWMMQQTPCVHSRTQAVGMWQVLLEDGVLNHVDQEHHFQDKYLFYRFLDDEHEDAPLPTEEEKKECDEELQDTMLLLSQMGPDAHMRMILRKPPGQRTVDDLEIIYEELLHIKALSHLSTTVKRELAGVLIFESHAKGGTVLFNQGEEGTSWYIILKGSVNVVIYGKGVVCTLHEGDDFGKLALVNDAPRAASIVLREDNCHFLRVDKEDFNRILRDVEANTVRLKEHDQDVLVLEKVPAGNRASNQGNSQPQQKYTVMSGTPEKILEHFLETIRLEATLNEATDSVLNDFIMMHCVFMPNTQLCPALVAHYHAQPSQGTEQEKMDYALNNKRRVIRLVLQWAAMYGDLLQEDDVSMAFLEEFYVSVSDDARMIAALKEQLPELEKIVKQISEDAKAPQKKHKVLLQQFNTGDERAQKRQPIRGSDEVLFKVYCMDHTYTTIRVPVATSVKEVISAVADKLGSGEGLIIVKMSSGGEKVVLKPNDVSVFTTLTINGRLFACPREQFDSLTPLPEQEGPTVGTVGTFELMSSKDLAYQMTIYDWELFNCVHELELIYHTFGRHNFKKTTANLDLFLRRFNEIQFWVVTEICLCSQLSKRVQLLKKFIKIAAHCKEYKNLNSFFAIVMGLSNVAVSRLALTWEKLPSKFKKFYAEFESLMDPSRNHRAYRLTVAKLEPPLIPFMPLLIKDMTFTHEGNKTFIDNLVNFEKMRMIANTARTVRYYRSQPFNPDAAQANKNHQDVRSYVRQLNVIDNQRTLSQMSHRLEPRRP
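EPAC2 (100 nM) mixed with Rap1B loaded with BODIPY-GDP (250 nM) plus 50 uM unlabeled GDP; compounds pinned in, 5 min RT, then read every 5 min for 30 min (ex 480, em 540 nm). Normalized to cAMP control.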
A549 viability: Nrf2 qHTS screen for inhibitors: counterscreen for cytotoxicity | actives 0.16% (n = 390,000) | Potency, µM (titrated, usually from 46 µM), inactives show at the highest dose activity change, negative = cytotoxicity, hits mostly inhibitors | A549 ARE-Fluc cells, CellTiter-Fluor viability, 18-24 h | AID 504648, 2011; note: potency is the fitted concentration of half-maximal effect; % is set by controls: 0 for no effect and ±100 for the full control effect
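A549 ARE-Fluc cells in 5% FBS OPTI-MEM, 5000 cells/well, rested 2 h then exposed to compounds in concentration-response for 18-24 h at 37 °C. Viability by CellTiter-Fluor fluorescence (Ex 405/Em 525) after 30 min; luciferase luminescence (BugLite, 15 min, RT) read afterwards.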
MmCpn inh: Inhibitors of TCP-1 ring complex (TRiC) of Methanococcus maripaludis (MmCpn): qHTS; Chaperonin Mm-Cpn (Methanococcus maripaludis); purified Mm-Cpn ATPase, ADP Transcreener TR-FRET; Potency, µM (series often up to 76.9 µM), for inactives: at the highest dose activity, negative = inhibition, usual class: inhibitors; actives 0.031% (n = 330,000); note: potency is the fitted concentration of half-maximal effect; % is set by controls: 0 for no effect and ±100 for the full control effect; nearly all actives have a fitted effect of over 80% in size
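ATPase turnover read by TR-FRET ADP competition (Eu cryptate antibody/ADP-d2, 665/590 nm): 10uM ATP final, 25nM Mm-CPN final, 30 min 37degC after 10-min compound preincubation, pH 7.4 Tris/KCl/MgCl2/DTT buffer.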
Nrf2 inh: Nrf2 qHTS screen for inhibitors | A549 ARE-Fluc reporter, luciferase luminescence, 18-24 h | Potency, µM (titrated, usually from 46 µM), for inactives: top-dose activity change, negative = inhibition, actives largely listed as inhibitors | actives 2.1% (n = 360,000); note: potency is the fitted concentration of half-maximal effect; % is set by controls: 0 for no effect and ±100 for the full control effect; nearly all actives have a fitted effect of over 60% in size
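A549 ARE_Fluc cells, 5000/well, 5% FBS OPTI-MEM; compounds in dose-response, 18-24 h at 37 °C/5% CO2; CellTiter-Fluor viability read (Ex 405/Em 525), then BugLite luciferase luminescence = Nrf2 activity.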
pAkt inh: HTS Assay for Inhibitors of Akt Phophorylation: Primary Screen; AID 651550, 2012; activity change, % for hits at 50 µM; Neuro2A IGF-stimulated pAkt S473 HTRF, 20 min; hits give low values; actives 0.32% (n = 360,000); in the data active = activity change below about -80%; inconclusive = mostly about -51% to -80%; note: % is set by controls: 0 for no effect and ±100 for the full control effect
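Neuro2A cells in DMEM with 0.5% FBS, overnight at 37 deg C, given compound at single 50 µM final, then IGF (6 nM final) for 20 min at 37 deg C. Lysed; phospho-Akt Ser473 by HTRF after 24 h, 665/615 ratio.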
EPAC2 antag: qHTS for Antagonist of cAMP-regulated guanine nucleotide exchange factor 2 (EPAC2): primary screen. Rap guanine nucleotide exchange factor 4 (Homo sapiens), Q8WZA2. EPAC2 GEF exchange of Rap1B-BODIPY-GDP, fluorescence. AID 720708, 2013. Potency, µM (doses to about 114 µM), for the others: top-dose activity, negative = inhibition, hits mostly inhibitors. actives 0.18% (n = 360,000); note: potency is the fitted concentration of half-maximal effect; % is set by controls: 0 for no effect and ±100 for the full control effect; nearly all actives have a fitted effect of over 45% in size; many of its hits are not listed in these tables
Starred values were filed as active, the others as inactive; i = inactive; ? = inconclusive; · = not tested or not shown; [ ] = remark or other dose. Unless noted, calls come from the whole dose curve; as a rule, active = well fitted curve in the direction sought with a large enough effect; inconclusive = small, poorly fitted or top-dose-only effect, or another doubt; inactive = no such curve, though single readings can be large; an effect the other way counts as inactive or inconclusive. Only part of the results is shown, so the mix of outcomes need not match the whole.

SMILES	Nrf2 activator	CCT modulator	TGFb SMAD3 inh	EPAC2 agonist	A549 viability	MmCpn inh	Nrf2 inh	pAkt inh	EPAC2 antag
COc1ccc(C(=O)/C=C/Nc2ccc(C)cn2)cc1OC	2.8%	1.2	7.6%	12.1%	-13.6%	-1.1%	?	i	-4.9%
O=C(Oc1ccc(Br)cc1C(=S)N1CCOCC1)c1ccc(F)cc1	0.2%	0.8	3.1%	12.1%	4.9%	1.3%	1.7%	i	-25.5%
N#Cc1ccc(CC(=O)c2ccccc2)[nH]c1=O	2.9%	-13.2	25.3%	-1.0%	-2.1%	·	?	i	-1.7%
CCCNC(=O)c1ccc2c(c1)nc(C)n2-c1cccc(Cl)c1	0.4%	3.6	-2.9%	11.0%	-5.4%	0.0%	-25.0%	i	12.3%
COCCn1c(=O)[nH]c2cc(C(=O)Nc3ccc(OC)c(Cl)c3)ccc2c1=O	-0.2%	2.3	-24.0%	-5.2%	4.3%	?	5.0%	i	-1.9%
CCOC(=O)c1oc2c(c1C)C(=O)CCC2	-0.2%	-2.5	0.0%	3.2%	-3.1%	2.0%	1.4%	i	-2.0%
COc1ccccc1C(=O)Nn1c(C2CCC2)nc2ccccc2c1=O	0.1%	-0.9	-4.2%	6.2%	-2.5%	0.1%	·	·	0.5%
COCc1nnc(NS(=O)(=O)c2ccccc2)s1	0.2%	-0.8	3.0%	3.3%	-3.5%	2.8%	-16.3%	i	4.0%
NS(=O)(=O)c1ccc(CNC(=O)c2ccc(C(=O)c3ccccc3)cc2)cc1	1.0%	-1.2	-5.1%	2.0%	0.5%	0.6%	-5.6%	i	-6.8%
O=C(Nc1cccc(-c2cnc3ccccc3n2)c1)c1ccco1	5.9%	0.3	?	9.7%	2.7%	-2.4%	3.1%	i	-4.2%
CNC(=O)CSc1nc2c([nH]c3ccccc32)c(=O)n1CCOC	2.9%	-1.0	0.2%	-0.4%	0.3%	1.3%	-17.1%	i	-0.9%
CC(C[N+](C)(C)C)OC(N)=O (configuration not stated)	0.3%	0.7	-4.1%	-0.7%	-5.5%	2.8%[15.4 µM]	0.4%	i	-10.8%
CC1CCCN(C(=O)C(=O)c2cn(CC(=O)N3CCCCCC3)c3ccccc23)C1 (configuration not stated)	-0.4%	0.3	0.0%	5.7%	-1.8%	-15.8%	?	i	4.2%
Cc1ccc(-n2c(SCC(=O)NC3CCS(=O)(=O)C3)nc3ccccc3c2=O)cc1C (configuration not stated)	0.2%	-1.8	-0.1%	-3.7%	-17.2%	1.1%	?	i	4.4%
CC(C)CNC(=O)COC(=O)c1cccc(S(=O)(=O)NCC(F)(F)F)c1	-0.1%	-1.9	2.6%	2.8%	1.9%	-0.1%	-2.4%	i	2.6%

Individual results from the list.
Under EPAC2 agonist, CC1CCCN(C(=O)C(=O)c2cn(CC(=O)N3CCCCCC3)c3ccccc23)C1 (configuration not stated) has 5.7%
Under CCT modulator, COCc1nnc(NS(=O)(=O)c2ccccc2)s1 has -0.8

Remaining list, next part
SMILES	Nrf2 activator	CCT modulator	TGFb SMAD3 inh	EPAC2 agonist	A549 viability	MmCpn inh	Nrf2 inh	pAkt inh	EPAC2 antag
CN(C)CCCN1c2ccccc2Sc2ccc3ccccc3c21	7.7%	-2.9	?	7.3%	?	·	-24.0%	i	-1.7%
O=C(CCCCCn1c(=O)[nH]c2ccccc2c1=O)N1CCN(Cc2ccc3c(c2)OCO3)CC1	0.1%	-2.3	-3.4%	10.5%	0.4%	0.5%	?	i	-4.5%
CCc1ccc(OCC(=O)Nc2ccc(Cl)c(-c3nc4cc(C)cc(C)c4o3)c2)cc1	0.1%	·	-7.6%	·	11.1%	·	-19.9%	·	·
CCOC(=O)N1CCC(NC(=O)CCC(=O)N2CC(C)Oc3ccccc32)CC1 (configuration not stated)	-0.2%	0.3	-28.7%	11.1%	-8.3%	1.3%	?	i	-15.6%
COc1ccc(NC(=O)c2ccc(NS(=O)(=O)c3cccc4cccnc34)cc2)cc1	0.3%	0.9	8.2%	-0.4%	-12.1%	2.2%	-24.8%	i	2.2%
Cc1ccc(C)c(SCC(=O)Nc2cccc(S(=O)(=O)NC3=NCCCCC3)c2)c1	-0.3%	1.1	-19.8%	5.7%	-10.2%	1.8%	-9.1%	i	-9.7%
C=CCN(c1ccc(F)cc1)S(=O)(=O)c1cc(C(=O)OCC(=O)N(C)C2CCS(=O)(=O)C2)ccc1Cl (configuration not stated)	-0.2%	-3.0	-12.9%	17.2%	7.0%	-1.8%	9.6%	i	-0.9%
N#C/C(C(=O)N1CCCCC1)=C1\Nc2ccccc2S1	-0.8%	-4.0	-20.4%	5.8%	1.5%	-3.5%	·	i	4.7%
O=S(=O)(Nc1ccncc1Cl)c1ccc2ccccc2c1	0.4%	-0.1	-5.0%	8.4%	3.1%	-0.7%	-7.0%	i	4.0%
COc1cccc(C(O)c2ncc(-c3ccccc3)[nH]2)c1 (configuration not stated)	0.5%	-2.4	19.8%	-1.2%	·	·	·	i	2.6%
CCSc1nnc2n(-c3cccc(C)c3)c(=O)c3c4c(sc3n12)CCCC4	-0.8%	·	-0.5%	·	-17.5%	·	-7.8%	·	·
CCOc1ccc(NC(=O)c2cc(SC)ccc2Cl)cc1	2.4%	3.1	-3.4%	2.6%	1.9%	0.3%	-15.1%	i	-4.0%
Cc1noc(C)c1C(=O)OC(C)C(=O)Nc1ccc([N+](=O)[O-])cc1C(F)(F)F (configuration not stated)	1.0%	-1.2	0.1%	2.7%	·	·	·	i	0.1%
COc1cccc(/C=C/C(=O)OCC(=O)c2c[nH]c3ccccc23)c1OC	?	-1.7	?	10.3%	-1.5%	-6.1%	10.3%	i	3.7%
CC(C)(C)NS(=O)(=O)c1ccc(CCC(=O)Nc2cc(Cl)ccc2Oc2ccccc2)cc1	3.5%	0.6	?	0.6%	-6.5%	3.2%	?	i	-4.2%
COc1ccccc1-n1c(CNC(=O)c2ccco2)nnc1SCC(=O)Nc1ccc(F)cc1	0.2%	0.9	-1.3%	-6.8%	-0.8%	1.8%	0.3%	i	8.9%
O=C(NCC1CCCO1)C1CCN(S(=O)(=O)c2ccc(Br)cc2)CC1 (configuration not stated)	0.4%	-1.7	-7.9%	1.3%	8.0%	-0.4%	-3.4%	i	4.7%
CCn1c2ccccc2c2cc(NC(=O)C(C)C)ccc21	0.4%	-5.2	4.6%	4.0%	-13.0%	-5.9%	-26.5%	i	8.9%
O=C(NCCCN1CCOCC1)c1ccc2c(c1)N(Cc1ccccc1)CCS2	5.4%	1.2	0.1%	-1.2%	-5.2%	-4.9%	-25.7%	i	3.4%
COc1ccccc1OCCOc1ccccc1/C=N/n1cnnc1	1.9%	0.1	7.5%	4.1%	4.0%	1.2%	7.6%	i	-3.1%
Cc1ccc(Cl)cc1NC(=O)COC(=O)CC1CC2CCC1C2 (configuration not stated)	-0.3%	2.4	6.1%	12.8%	-6.3%	4.5%	9.7%	i	-2.2%
CCN(CCCNC(=O)CCCCn1c(=O)[nH]c2ccccc2c1=O)c1ccccc1	-0.6%	0.2	5.2%	-1.8%	-0.3%	-1.4%	-27.9%	i	6.3%
COc1ccc(C2CC3(O)CC(C#N)(C(=O)N3)C2(C#N)C#N)cc1 (configuration not stated)	3.6%	0.1	-6.5%	2.3%	0.0%	1.2%	?	i	1.3%
CCNC(=O)CC1C(=O)N(CC)C(=S)N1NC(=O)c1ccc(Cl)cc1 (configuration not stated)	-0.1%	-1.9	-6.9%	4.2%	-7.0%	1.3%	2.5%	i	-2.1%
Cc1ccc(-n2c(=S)[nH]c3sc4c(c3c2=O)CCc2ccccc2-4)cc1	0.7%	-0.1	-5.9%	-5.0%	-5.7%	-0.9%	11.5%	i	5.9%
COc1cc(S(=O)(=O)N(Cc2cccnc2)Cc2ccco2)ccc1-n1cnnn1	4.7%	2.0	0.4%	-3.6%	3.5%	-0.4%	7.1%	i	2.4%
COc1ccc(-c2ccc(NS(=O)(=O)c3cc([N+](=O)[O-])c(C)c([N+](=O)[O-])c3)cc2)nn1	-0.1%	-0.2	-22.7%	8.1%	17.3%	1.4%	?	i	-8.8%
O=C(Nc1ccccc1C(=O)O)c1ccc2ccccc2n1	7.1%	-0.7	0.0%	0.7%	-12.4%	-0.4%	?	i	2.5%
Cc1ccc(C)c(S(=O)(=O)/N=C2\C=C(NS(=O)(=O)c3ccccc3)C(=O)c3ccccc32)c1	2.6%	-1.4	?	11.3%	-1.8%	-6.1%	5.7%	i	?
CCCCN(C)CCNC(=O)c1cn(C)c(=O)c2c1c1ccccc1n2C	-0.6%	2.3	-1.7%	8.8%	1.4%	3.4%	8.0%	i	5.1%
O=Cc1ccc2oc3nc4n(c(=O)c3c(=O)c2c1)CCCS4	0.2%	-3.7	-0.2%	-2.5%	1.0%	?	13.2%	i	5.1%
